# KCNK3 block = human KCNK3 channel inhibition, primary screen; O14649; CHO-KCNK3 thallium flux, FluxOR fluorescence; hits give low values; B-score at 10 µM; hit rate 0.84% among 340,000;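 active means B-score under library mean minus 4 SD, starting fluorescence ratio at most library mean plus 5 SD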;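 further: more negative B-score means stronger inhibition of thallium flux through KCNK3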
# RGS4 block = human RGS4 inhibition; B-score at 10 µM; P49798; HEK293 M3R/RGS4 inducible, Fluo-4 calcium flux; hits give high values; triggered by carbachol at its EC20; hit rate 0.45% among 310,000; AID 463165;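 active means B-score, a plate-corrected calcium signal, over three deviations above library mean, with baseline fluorescence within five deviations of library mean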;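 further: RGS4 expression induced by doxycycline in cells with stable M3 receptor; B-score is computed from the integrated fluorescence ratio over baseline after carbachol; higher B-score means a larger calcium signal and so more RGS4 inhibition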
# MrgX1 allo act = allosterically activates human MrgX1 receptor signaling; Q96LB2; MrgX1-HEK293, Fluo-4 calcium flux, FDSS; hits give high values; B-score at 10 µM; hit rate 0.63% among 310,000; AID 588675;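 active means plate-corrected calcium response at least 3 library SD above typical, normal starting fluorescence, not activating the receptor alone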;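 further: compound read alongside a low EC10 to EC30 dose of BAM8-22 agonist; peak minus trough fluorescence over baseline measured at the second addition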
# MrgX1 agonist = activates human MrgX1 receptor signaling; AID 588627; MrgX1-HEK293 cells, Fluo-4 calcium fluorescence, agonist mode; hits give high values; Q96LB2; B-score at 10 µM; hit rate 0.44% among 310,000;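 active means calcium response B-score plate-corrected fluorescence ratio at least 3 library SD, with starting fluorescence B-score inside 5 SD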
#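 Material: HEK293 cells stably expressing human MrgX1 receptor | Quantity: 15,000 cells per well | Times: Cells plated overnight, dye loaded 0.5 h 37 °C, 0.5 h room temperature | Measured by: Kinetic Fluo-4 NW fluorescence of intracellular calcium | Control set: Positive and negative controls per plate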
# KCNQ1 pot = human KCNQ1 channel potentiation or activation; P51787; CHO-K1 KCNQ1, thallium flux FluxOR fluorescence; hits give high values; B-score at 10 µM; hit rate 0.35% among 310,000;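 active means fluorescence ratio B-score, a plate-corrected score, at least three library SD, with initial intensity B-score within 5 SD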
#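 Test system: CHO-K1 cells stably expressing KCNQ1 / Medium: assay buffer / Also added: depolarizing K+/Tl+ stimulus, K2SO4 and Tl2SO4 each 12.5 mM in 5x stock / Incubation: 90 min dye loading and 20 min compound exposure, both at room temperature / Signal: thallium influx via FluxOR fluorescence, kinetic imaging / Evaluation: B score of baseline-normalized fluorescence ratio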
# RGS4 act = RGS4 potentiation or activation | HEK293 M3R/inducible RGS4, carbachol calcium flux Fluo4; hits give low values | B-score at 10 µM | hit rate 0.92% among 310,000 | AID 463111;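 active means B-score of the integrated calcium signal more than 4 SD below the library mean, with starting fluorescence not abnormally high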;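 further: negative B-score means reduced calcium response which marks RGS4 activation or potentiation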
#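 Also added: carbachol at ECmax as muscarinic agonist stimulus; Assay system: HEK293 cells with stable M3R and inducible RGS4; Timing: overnight RGS4 induction, 30 min dye load 37 °C, 20 min compound RT; Measured by: Fluo4-AM (2 µM) calcium-flux fluorescence, kinetic read.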
# TMEM16A inh = blocks the mouse calcium-activated chloride channel TMEM16A; Q8BHY3; hit rate 1.2% among 310,000; HEK293 TMEM16A/YFP iodide influx fluorescence, ionomycin; AID 588511; normalized B-score (activity score, 25-100; higher = stronger inhibition) at 10 µM;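 active means ratio plate-corrected score three or more library SD toward inhibition, starting fluorescence score within five deviations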;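 further: score derived from kinetic fluorescence span divided by baseline fluorescence per well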
# KCNK9 inh = blocks the human KCNK9 two-pore domain potassium channel; Q9NPC2; HEK293 KCNK9, FluxOR thallium flux fluorescence; hits give low values; B-score at 10 µM; hit rate 1.2% among 310,000;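 active means ratio B-score over 3 SD below the library mean, with starting fluorescence within 5 SD of its mean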;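 further: negative B-score means less thallium flux so channel inhibition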
# ANO1 activ = mouse TMEM16A channel activation, primary screen. hit rate 0.3% among 340,000. AID 623877. HEK293 TMEM16A/YFP-H148Q/I152L, iodide quench fluorescence; hits give low values. B-score at 10 µM;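 active means fluorescence-ratio B-score plate-corrected deviation score at least 3 library SD below zero, with starting fluorescence score within 5 deviations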;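 further: channel opened by trigger with iodide after compound preincubation; score built on the fluorescence ratio of max minus min over baseline; more negative score means more quench and so TMEM16A activation or potentiation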
# hERG protect = compounds protecting human hERG from proarrhythmic drug block; CHO-hERG, FluxOR thallium flux, dofetilide IC70 present; Q12809; hit rate 0.51% among 310,000; activation (rescue from dofetilide block), less the hit threshold, % at 10 µM;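 active means activation above the mean of controls blocked by dofetilide plus 5 SD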;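 further: thallium influx through hERG after potassium depolarization seen as dye fluorescence rise; in these data hits start at about 4.7%; inactives centre near -7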
# Target sequence (Q12809 whole entry, looked up): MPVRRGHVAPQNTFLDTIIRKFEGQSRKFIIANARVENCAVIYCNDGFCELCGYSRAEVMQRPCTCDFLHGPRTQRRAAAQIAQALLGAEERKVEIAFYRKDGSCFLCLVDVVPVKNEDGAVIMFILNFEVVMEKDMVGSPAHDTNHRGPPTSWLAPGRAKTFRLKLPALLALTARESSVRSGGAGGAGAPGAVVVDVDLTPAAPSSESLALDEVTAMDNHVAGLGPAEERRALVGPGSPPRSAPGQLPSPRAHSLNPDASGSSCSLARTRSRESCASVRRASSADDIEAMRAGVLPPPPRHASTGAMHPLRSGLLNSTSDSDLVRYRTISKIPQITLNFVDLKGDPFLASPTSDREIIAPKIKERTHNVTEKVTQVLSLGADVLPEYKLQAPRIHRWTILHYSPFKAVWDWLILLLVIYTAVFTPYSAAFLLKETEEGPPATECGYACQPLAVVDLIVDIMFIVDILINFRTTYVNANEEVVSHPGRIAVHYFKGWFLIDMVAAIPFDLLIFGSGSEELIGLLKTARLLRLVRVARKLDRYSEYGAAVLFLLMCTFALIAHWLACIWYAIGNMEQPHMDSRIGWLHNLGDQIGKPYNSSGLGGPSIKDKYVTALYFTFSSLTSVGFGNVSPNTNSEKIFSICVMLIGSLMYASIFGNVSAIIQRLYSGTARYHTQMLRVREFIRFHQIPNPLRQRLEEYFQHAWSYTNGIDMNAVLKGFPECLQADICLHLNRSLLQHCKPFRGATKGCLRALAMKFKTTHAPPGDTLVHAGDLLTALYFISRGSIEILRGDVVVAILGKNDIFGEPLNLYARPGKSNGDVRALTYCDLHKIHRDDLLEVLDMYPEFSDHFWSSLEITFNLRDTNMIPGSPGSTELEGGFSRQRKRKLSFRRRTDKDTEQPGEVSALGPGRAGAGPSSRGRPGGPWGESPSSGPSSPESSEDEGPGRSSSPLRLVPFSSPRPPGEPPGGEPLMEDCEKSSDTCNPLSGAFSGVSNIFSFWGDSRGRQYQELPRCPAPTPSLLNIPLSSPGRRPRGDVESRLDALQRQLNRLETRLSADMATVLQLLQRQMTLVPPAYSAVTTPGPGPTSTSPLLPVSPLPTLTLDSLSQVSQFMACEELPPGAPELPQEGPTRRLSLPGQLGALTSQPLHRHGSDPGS
# KCNQ1 block = inhibitors of human KCNQ1 potassium channel; P51787; CHO-K1 KCNQ1, FluxOR thallium flux fluorescence; hits give high values; B-score at 10 µM; hit rate 1.3% among 310,000; AID 2642;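 active means compounds whose thallium flux B-score, printed positive for inhibition, exceeds three library SD while starting fluorescence stays within three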;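 further: channel opened by potassium depolarization with thallium stimulus after 20 min compound exposure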
# * = called active by the depositor; i = inactive.
# Results follow in this order: TMEM16A inh	KCNK3 block	hERG protect	KCNQ1 block	KCNK9 inh	ANO1 activ	MrgX1 allo act	MrgX1 agonist	RGS4 block	RGS4 act	KCNQ1 pot
COCCCN(C(=S)Nc1cc(C)cc(C)c1)C(C)c1ccncc1 (centres undefined)
 : i	i	-4	i	i	i	i	i	i	i	i
COc1cc(OC)nc(NC(=O)CSc2nc3ccccc3[nH]2)n1
 : i	i	-3	i	i	i	i	i	i	i	i
Cc1cnc(CN(C)C(=O)CC2C(=O)NCCN2CCCc2ccccc2)[nH]1 (centres undefined)
 : i	i	-11	i	i	i	i	i	i	i	i
COc1cc(C)c(NC(=O)C(=S)NCc2ccccc2)cc1C
 : i	i	3	i	i	i	i	i	i	i	i
CCOC(=O)c1ccccc1NC(=O)CSc1nc2ccccc2o1
 : i	i	-10	i	i	i	i	i	i	i	i
Cc1oc(-c2ccccc2)nc1CS(=O)CC(=O)O (centres undefined)
 : i	i	-3	i	i	i	i	i	i	i	i
COC(=O)Cn1c(C)nc([N+](=O)[O-])c1Br
 : i	i	-14	i	i	i	i	i	i	i	i
O=C(N/N=C/c1cccc(O)c1)C(=O)N1CCCCCC1
 : i	i	-7	i	i	i	i	i	i	i	i
COc1ccc(OC)c(CNC(=O)CCCn2ccc3cc(S(=O)(=O)N4CCCC4)ccc32)c1
 : i	i	-11	i	i	i	i	i	i	i	i
COc1ccc(CC(=O)N/N=C/c2sccc2C)cc1
 : i	i	-6	i	i	i	i	i	i	i	i
S=C(Nc1ccc(OCc2ccccc2)cc1)Nc1cccc(Cl)c1Cl
 : i	i	-9	i	i	i	i	i	i	i	i
CCOC(=O)c1cc(C)nc(SC)c1C#N
 : i	i	-4	i	i	i	i	i	i	i	i
O=C(CCc1ccccc1)Nc1ccc2c(c1)OCCO2
 : i	i	-6	i	i	i	i	i	i	i	i
C=CCn1c(SCC(=O)NC2CC2)nnc1C1CC1
 : i	i	-2	i	i	i	i	i	i	i	i
CC(=O)Nc1ccc(NC(=O)c2c(C)c(-c3ccccc3)nc3ccccc23)cc1
 : i	i	-12	i	i	i	i	i	i	i	i
CC1(C)CCC(=O)N2CC[C@H]3C[C@H](OC(=O)Nc4ccc(Br)cc4)C[C@@H]1[C@H]32
 : i	i	-5	i	i	i	i	i	i	i	i
O=C(Nc1cc(Sc2nc3ccccc3s2)cc([N+](=O)[O-])c1)c1ccccc1
 : i	i	-23	11*	i	i	i	i	i	i	i
CCOc1cccc2cc(C(=O)NCc3ccccc3Cl)c(=O)oc12
 : i	i	-6	i	i	i	i	i	i	i	i
NS(=O)(=O)c1ccc(N=Nc2c[nH]c(=O)c(O)c2)cc1
 : i	i	-11	i	i	i	i	i	i	i	i
Cc1cc(S(=O)(=O)N2CCCCC2)ccc1OCC(=O)Nc1ccccc1
 : i	i	-9	i	i	i	i	i	i	i	i
Cc1ccc(C(=O)NCCC2=CCCCC2)cc1S(=O)(=O)N1CCOCC1
 : i	i	-15	i	i	i	i	i	i	i	i
Cc1ccc(NC(=O)C2C3C=CC(O3)C2C(=O)O)c(C)c1 (centres undefined)
 : i	i	-2	i	i	i	i	i	i	i	i
NC(=O)N/N=C/c1ccccc1OC(=O)c1ccccc1Br
 : i	i	1	i	i	i	i	i	i	i	i
CCCc1nc(SCC(=O)NC2CCCC2)c2ccccc2n1
 : i	i	-9	i	i	i	i	i	i	i	i
Cc1ccc(-c2onc3ccc(C4(C)OCCO4)cc23)cc1
 : i	i	-4	i	i	i	i	i	i	i	i
COc1cccc(-n2nnc3c(=O)n(CC(=O)Nc4ccccc4C)cnc32)c1
 : i	i	-5	i	i	i	i	i	i	i	i
O=C(c1ccccc1Cl)N1CCN(c2ncccn2)CC1
 : i	i	-8	i	i	i	i	i	i	i	i
Brc1ccc(NCc2cccc3ccccc23)nc1
 : i	i	-7	i	i	i	i	i	i	i	i
O=C(CSc1nc(-c2ccccc2)c(-c2ccccc2)[nH]1)NCc1ccco1
 : i	i	-11	i	i	i	i	i	i	i	i
CCOC(=O)c1coc(CNC(=O)c2c(C)oc3c2CCCC3)c1
 : i	i	-9	i	i	i	i	i	i	i	i
CS(=O)(=O)N(Cc1ccccc1)c1ccc(C(=O)N2CCN(c3cccc(Cl)c3)CC2)cc1
 : i	i	-10	i	i	i	i	i	i	i	i
O=C(Nc1ccc(Nc2ccccc2)cc1)c1ccc(Cl)cc1Cl
 : i	i	-3	i	i	i	i	i	i	i	i
COc1ccc(CCNC(=O)CNS(=O)(=O)c2ccc(Br)s2)cc1OC
 : i	i	-3	i	i	i	i	i	i	i	i
CCN1C(C#N)=C(C#N)N=C(C)CC1(C)C
 : i	i	-13	i	i	i	i	i	i	i	i
COc1ccc(CN2CCN(Cc3ccc4ccccc4c3)CC2)cc1OC
 : i	i	-12	i	i	i	i	i	i	i	i
CCCC(=O)N1CCCC(C(=O)c2cccc(OC(C)C)c2)C1 (centres undefined)
 : i	i	-6	i	i	i	i	i	i	i	i
C=C(C)C1Cc2cc3ccc(=O)oc3cc2O1 (centres undefined)
 : i	i	-5	i	i	i	i	i	i	i	i
O=C(Cc1ccc(F)cc1)Nc1cccc(-c2cn3c(n2)SCC3)c1
 : i	i	-13	i	i	i	i	i	i	i	i
O=C(O)CCNc1nc(-c2ccccc2)nc2ccccc12
 : i	i	-6	i	i	i	i	i	i	i	i
CCCCc1ccc(S(=O)(=O)Nc2nnc(C)s2)cc1
 : i	i	-2	i	i	i	i	i	i	i	i
O=c1[nH]c2sc3c(c2c(=O)n1Cc1ccccc1)CCC3
 : i	i	-2	i	i	i	i	i	i	i	i
O=C(c1ccco1)N1CCN(CC(O)COc2ccc3oc4ccccc4c3c2)CC1 (centres undefined)
 : 25*	i	-15	i	i	i	i	i	i	i	i
O=C(Cc1ccc(Cl)cc1)NCCc1cnc[nH]1
 : i	i	-1	i	i	i	i	i	i	i	i
COCCNC(=O)c1ccccc1NS(=O)(=O)c1ccc(Br)s1
 : i	i	-15	i	i	i	i	i	i	i	i
C/C(=N\NC(=O)c1ccc(O)cc1)c1cc2ccccc2o1
 : i	i	-2	i	i	i	i	i	i	i	i
O=c1c2ccccc2nc(/C=C/c2ccc([N+](=O)[O-])cc2)n1CCCO
 : i	i	-12	i	i	i	i	i	i	i	i
O=C(c1cc2c(s1)CCC2)N1C(=O)c2ccccc2S1(=O)=O
 : i	i	1	i	i	i	i	i	i	i	i
NS(=O)(=O)c1cccc(NC(=O)CC(NC(=O)c2ccccc2Cl)c2ccccc2)c1 (centres undefined)
 : i	i	-13	i	i	i	i	i	i	i	i
CC(SC1=NCCS1)C(=O)Nc1nnc(-c2ccc(Cl)cc2)s1 (centres undefined)
 : i	i	-10	i	i	i	i	i	i	i	i
O=C(c1ccc(Cl)cc1)c1cnc2ccccn12
 : i	i	-6	i	i	i	i	i	i	i	i
O=C(c1ccccc1)N1CCN(CCc2ccccn2)CC1
 : i	i	-1	i	i	i	i	i	i	i	i
O=C(C1CC1)N1CCN=C1SCc1ccc(Cl)cc1
 : i	i	2	i	i	i	i	i	i	i	i
CCNC(=O)CN(C1CCCCC1)S(C)(=O)=O
 : i	i	-9	i	i	i	i	i	i	i	i
CCc1nnc(NC(=O)CSc2nnc(CNC(=O)c3ccc(OC)c(OC)c3)o2)s1
 : i	i	-5	i	i	i	i	i	i	i	i
Cc1ccc(S(=O)(=O)N2CCC(C(=O)NCC3CCCO3)CC2)cc1 (centres undefined)
 : i	i	-10	i	i	i	i	i	i	i	i
Cc1ccccc1NC(=O)N(C(C)C)C(C)C
 : i	i	-12	i	i	i	i	i	i	i	i
CCOC(=O)C1=C(C)N(Cc2ccccc2)C(=O)NC1c1ccccc1OS(=O)(=O)c1ccccc1[N+](=O)[O-] (centres undefined)
 : i	i	-2	i	i	i	i	i	i	i	i
S=C(Nc1cc(Cl)cc(Cl)c1)N1CCN(c2ccccn2)CC1
 : i	i	-7	i	i	i	i	i	i	i	i
Cc1ccc(C)c(CSc2ncccc2C(=O)O)c1
 : i	i	-5	i	i	i	i	i	i	i	i
Cc1ccc(C(C(=O)NC2CCCCC2)N2CCC3(CC2)OCCO3)cc1 (centres undefined)
 : i	i	-12	i	i	i	i	i	i	i	i

# (more compounds)
# Results follow in this order: TMEM16A inh	KCNK3 block	hERG protect	KCNQ1 block	KCNK9 inh	ANO1 activ	MrgX1 allo act	MrgX1 agonist	RGS4 block	RGS4 act	KCNQ1 pot
Cc1nn(C(C)C(=O)NCCC2=CCCCC2)c(=O)c2nn(-c3ccccc3)c(C)c12 (centres undefined)
 : i	i	-7	i	i	i	i	i	i	i	i
CC(C)c1ccc(NC(=O)c2cc(S(=O)(=O)N3CCCCC3)c[nH]2)cc1
 : i	i	-6	i	i	i	i	i	i	i	i
Cc1ccccc1OCC(=O)Nc1nnc(-c2ccco2)s1
 : i	i	-3	i	i	i	i	i	i	i	i
NC(=O)COc1ccc(/C=N/NS(=O)(=O)c2ccccc2)cc1
 : i	i	-5	i	i	i	i	i	i	i	i
O=C(O)c1ccc2oc(=O)c(S(=O)(=O)c3ccc(F)cc3)cc2c1
 : i	i	-5	i	i	i	i	i	i	i	i
COC(=O)c1cccc(NC(=O)CSc2nnc(C)n2C)c1
 : i	i	-16	i	i	i	i	i	i	i	i
CC(=O)c1cc(CN2CCN(Cc3ccc(C)cc3)C(CCO)C2)cs1 (centres undefined)
 : i	i	-8	i	i	i	i	i	i	i	i
COc1ccccc1NC(=S)N1CCN(C(=O)c2ccco2)CC1
 : i	i	-3	i	i	i	i	i	i	i	i
CCOc1ccc(CN(C)C(=O)c2ccc(NS(=O)(=O)c3ccc4[nH]c(=O)[nH]c4c3)cc2)cc1
 : i	i	-9	i	i	i	i	i	i	i	i
O=C(c1ccccc1)c1ccccc1NC(=O)C1CCCN1Cc1ccccc1 (centres undefined)
 : i	i	-11	i	-9.5*	i	i	i	i	i	i

# Compound activity from PubChem.
